12-LOX inh = Primary qHTS assay for inhibitors of human arachidonate 12S-lipoxygenase (ALOX12): Round 2 | Polyunsaturated fatty acid lipoxygenase ALOX12 (Homo sapiens), P18054 | purified 12hLO, xylenol orange hydroperoxide absorbance | Potency, µM (series often up to 108 µM), inactives show at the highest dose activity change, negative = inhibition, most hits filed as inhibitors | actives 1.1% (n = 580,000); note: % is set by controls: 0 for no effect and ±100 for the full control effect
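Hydroperoxide product was detected by ferrous iron/xylenol orange as the 573 to 405 nm absorbance ratio. Arachidonic acid at 40 uM (final) was turned over for 30 min at room temperature by 150 nM human 12hLO, pH 7.0 Hepes buffer, after 15 min compound preincubation.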
Vif-APOBEC3G blk = qHTS for Inhibitors of Vif-A3G Interactions: qHTS. Potency, µM (highest dose often 46.1 µM), inactives show at the top dose activity, negative = active, usual class: inhibitors. actives 0.076% (n = 410,000). HeLa A3G-eYFP + Vif (tagged APOBEC3G with the HIV-1 protein that degrades it), YFP fluorescence, overnight;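 note: % is set by controls: 0 for no effect and ±100 for the full control effect; nearly all actives have a fitted effect of over 60% in size; hits raise eYFP signal because A3G escapes Vif-driven loss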
Target sequence (Q9HC16 whole entry, looked up): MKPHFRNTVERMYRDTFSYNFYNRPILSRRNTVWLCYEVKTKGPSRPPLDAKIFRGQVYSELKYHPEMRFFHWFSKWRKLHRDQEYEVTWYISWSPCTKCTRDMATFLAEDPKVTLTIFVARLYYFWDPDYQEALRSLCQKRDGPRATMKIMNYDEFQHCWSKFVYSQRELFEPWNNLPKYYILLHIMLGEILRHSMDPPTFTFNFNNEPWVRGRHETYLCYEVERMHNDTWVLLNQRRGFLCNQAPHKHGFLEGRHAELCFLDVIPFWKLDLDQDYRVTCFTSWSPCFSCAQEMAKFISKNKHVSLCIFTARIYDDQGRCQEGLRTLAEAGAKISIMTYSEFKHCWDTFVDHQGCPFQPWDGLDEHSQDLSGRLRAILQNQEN
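HeLa cells stably expressing Vif and C-terminally eYFP-tagged A3G, seeded overnight at 37 deg C, then exposed to compound by pintool overnight at 37 deg C. Rise in yellow fluorescence (Ex 488/Em 500-530, Acumen) marks blocked Vif-driven A3G degradation.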
USP1-UAF1 inh = Inhibitors of USP1/UAF1: Primary Screen | recombinant USP1/UAF1, Ub-Rhodamine cleavage fluorescence | Potency, µM (highest dose often 57.1 µM), for the others: at the highest dose activity change, negative = inhibition, hits mostly inhibitors | actives 0.23% (n = 390,000) | AID 743255, 2014; note: % is set by controls: 0 for no effect and ±100 for the full control effect; nearly all actives have a fitted effect of over 60% in size; inactives centre near -12
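Step one: compound is pinned into 1nM USP1/UAF1 in HEPES pH 7.8 buffer with TCEP. Step two: 15 min room-temperature incubation. Step three: Ub-Rho (150nM final) starts cleavage, tracked by fluorescence over six one-minute reads.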
TrxR1 substrate = qHTS Assay for Substrates of Mammalian Selenoprotein Thioredoxin Reductase 1 (TrxR1): qHTS; actives 0.01% (n = 390,000); purified TrxR1 substrate turnover, NADPH consumption readout; AID 588456, 2011; Potency, µM (series often up to 114 µM), without a hit: top-dose activity change, negative = substrate turnover; Thioredoxin reductase 1, cytoplasmic (Rattus norvegicus), O89049; note: % is set by controls: 0 for no effect and ±100 for the full control effect; nearly all actives have a fitted effect of over 50% in size
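Rat TrxR1, dispensed at 90 nM, was prereduced with 400 uM NADPH (final) for 5 min at ~22 deg C, then incubated with compound 15 min before 400 uM selenite. A first-read NADPH fluorescence drop versus no-compound background flagged substrates.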
Vif-APOBEC3F blk = qHTS for Inhibitors of Vif-A3F Interactions: qHTS. actives 0.2% (n = 390,000). HeLa A3F-eYFP + Vif (tagged APOBEC3F with the HIV-1 protein that degrades it), YFP fluorescence increase. Potency, µM (titrated, usually from 46.1 µM), for the others: at the top dose activity, negative = active; note: % of control where 0% means no effect; nearly all actives have a fitted effect of over 65% in size
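HeLa cells stably expressing A3F-eYFP plus Vif, plated and incubated overnight at 37 deg C, then exposed to compounds overnight at 37 deg C. Blocked degradation read as raised yellow fluorescence (Ex 488/Em 500-530).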
mIDH1 inhibitor = qHTS for Inhibitors of mutant isocitrate dehydrogenase 1 (IDH1): qHTS | IDH1-R132H enzyme, NADPH consumption, diaphorase/resazurin fluorescence | Potency, µM (doses to about 76.6 µM), inactives show at the top dose activity change, negative = inhibition, actives largely listed as inhibitors | actives 0.093% (n = 390,000) | AID 602179, 2012; note: % is set by controls: 0 for no effect and ±100 for the full control effect; nearly all actives have a fitted effect of over 65% in size
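IDH1-R132H (0.5 ug/mL) preincubated 30 min with compound, then NADPH (0.016 mM) and alpha-KG (2 mM) added; 80 min at RT, pH 7.5. Remaining NADPH coupled via diaphorase/resazurin to fluorescence (540/590 nm); concentration-response curves normalized to no-enzyme control.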
RXFP1 ag = qHTS Assay for Agonists of the Relaxin Receptor RXFP1; Potency, µM (series often up to 57.5 µM), inactives show top-dose activation, actives largely listed as activators; actives 0.3% (n = 370,000); HEK293T-RXFP1 cAMP TR-FRET, 30 min; response scale: percent of porcine relaxin response, buffer zero; Relaxin receptor 1 (Homo sapiens), Q9HBX9; note: % is set by controls: 0 for no effect and ±100 for the full control effect; nearly all actives have a fitted effect of over 60% in size; many of its hits are not listed in these tables
Target sequence (Q9HBX9 whole entry, looked up): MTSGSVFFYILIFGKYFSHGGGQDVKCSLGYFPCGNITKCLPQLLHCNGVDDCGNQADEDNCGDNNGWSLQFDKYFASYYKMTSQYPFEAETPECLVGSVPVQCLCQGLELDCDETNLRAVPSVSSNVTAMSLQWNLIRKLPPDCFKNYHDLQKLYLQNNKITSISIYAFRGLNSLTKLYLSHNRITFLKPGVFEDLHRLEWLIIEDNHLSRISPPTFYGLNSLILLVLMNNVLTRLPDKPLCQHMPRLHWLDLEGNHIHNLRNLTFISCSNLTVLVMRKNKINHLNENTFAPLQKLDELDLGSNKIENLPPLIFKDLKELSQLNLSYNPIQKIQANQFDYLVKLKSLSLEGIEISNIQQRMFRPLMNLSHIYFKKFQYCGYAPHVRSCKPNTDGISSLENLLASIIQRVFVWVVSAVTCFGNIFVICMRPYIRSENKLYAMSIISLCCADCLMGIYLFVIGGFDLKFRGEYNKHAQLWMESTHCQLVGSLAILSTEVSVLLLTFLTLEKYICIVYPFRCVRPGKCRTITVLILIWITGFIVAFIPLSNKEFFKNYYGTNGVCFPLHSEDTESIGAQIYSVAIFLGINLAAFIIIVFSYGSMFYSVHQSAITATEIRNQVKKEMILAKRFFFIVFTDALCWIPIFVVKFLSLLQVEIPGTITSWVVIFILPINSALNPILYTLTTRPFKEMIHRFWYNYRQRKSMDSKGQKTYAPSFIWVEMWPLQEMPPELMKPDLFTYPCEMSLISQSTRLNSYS
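Agonist response is measured as cAMP accumulation in an RXFP1-transfected HEK293T line under PDE4 inhibition. Values are scaled between buffer-only and 29 nM porcine relaxin, and EC50s come from standard Hill equation fits.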
RGS4 inh = Inhibitors of Regulator of G Protein Signaling (RGS) 4: qHTS; Regulator of G-protein signaling 4 (Homo sapiens), P49798; Transcreener GDP fluorescence polarization, RGS4-accelerated GTP hydrolysis; Potency, µM (titrated, usually from 114 µM), without a hit: at the top dose activity change, negative = inhibition, actives largely listed as inhibitors; actives 0.039% (n = 390,000); AID 504845, 2011; note: % is set by controls: 0 for no effect and ±100 for the full control effect; nearly all actives have a fitted effect of over 75% in size; some results filed as inactive show a strong effect at the top dose
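MLSMR compounds (23 nl, pin-transferred) preincubated 10 min at room temperature with a 500nM (2x) first reagent, then RGS4 at 900nM (2x) plus Transcreener GDP mix added; fluorescence polarization (620/688 nm) read before and after 90 min at 30 °C.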
rTrxR1 inhibitor = qHTS Assay for Inhibitors of Mammalian Selenoprotein Thioredoxin Reductase 1 (TrxR1): qHTS; Thioredoxin reductase 1, cytoplasmic (Rattus norvegicus), O89049; recombinant rTrxR1, NADPH fluorescence consumption, selenite substrate; Potency, µM (highest dose often 114 µM), inactives show at the highest dose activity change, negative = inhibition, usual class: inhibitors; actives 1% (n = 390,000); note: % is set by controls: 0 for no effect and ±100 for the full control effect; nearly all actives have a fitted effect of over 65% in size
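Rat TrxR1 (90 nM in the dispensed reagent) was pre-reduced with 400 uM NADPH for 5 min at room temperature, then incubated with compound for 15 min. After 400 uM selenite was added, NADPH fluorescence (Ex 340/Em 450 nm) was followed for 8 min.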
* marks the source's active call; other numbers are inactive results; u = inconclusive; x = not tested or not shown; & = joins results of further samples; [ ] = dose if it differs, or a comment. Calls come from the whole dose curve; as a rule, active = well fitted curve in the direction sought with a large enough effect; inconclusive = small, poorly fitted or top-dose-only effect, or another doubt; inactive = no such curve, though single readings can be large; an effect the other way counts as inactive or inconclusive. Potency is the fitted concentration of half-maximal effect.

SMILES	12-LOX inh	Vif-APOBEC3G blk	USP1-UAF1 inh	TrxR1 substrate	Vif-APOBEC3F blk	mIDH1 inhibitor	RXFP1 ag	RGS4 inh	rTrxR1 inhibitor
c1ccc(C[C@H]2CN=C(Nc3ccccc3)N2CCCC2CCCCC2)cc1	-1%	9%	-26%	2%	-2%	-9%	x	-2%	9%[57.1 µM]
COc1ccccc1-n1c(=O)c2c3c(sc2n2c(SC(C)C)nnc12)CCC3	12%	0%	-24%	-5%	x	-2%	1.0%	20%	3%
O=C(OCc1ccccc1)c1cccc(-c2nnn(Cc3ccccc3)n2)c1	0%	2%	-20%	-12%	0%	3%	2.1%	-21%	-16%
O=C(Oc1cccc2ccccc12)c1cc(Cl)nc2ccccc12	-3%	-3%	-11%	-7%	1%	5%	-0.6%	-16%	9%
Cc1ccccc1CN(C)c1ccc(S(=O)(=O)N2CCN(C)CC2)cn1	27%	3%	-23%	1%	-5%	-7%	1.7%	-9%	20%
Brc1cccc(-c2nnc(-c3ccccc3)o2)c1	-27%	2%	5%	4%	0%	1%	0.5%	33%	6%
CCCc1cc(=O)n2[nH]c(C)c(-c3ccc(Cl)cc3)c2n1	-15%	-9%	-25%	11%	-6%	-6%	1.7%	-5%	20%
COC(=O)CSc1nc(N)nc(C)c1Br	u	-1%	1%	1%	0%	-1%	1.4%	26%	-6%
CC(C)OC(=O)c1cc(C(=O)c2cc(Br)ccc2O)coc1=N	-21%	-20%	4%	6%[57.1 µM]	u	-2%	3.2%	-12%	-17%[57.1 µM]
COc1ccccc1Nc1nc(C)cs1	u	-6%&0%	-5%&-1%	5%&3%[57.1 µM]	0%&10%	-1%&0%	1.8%&1.2%	-18%&-19%	-10%&-7%[57.1 µM]
CC(CCc1ccco1)NC(=O)Cn1ncc2c1-c1ccccc1OC2 (configuration not stated)	31%[activator][57.4 µM]	0%	-19%	6%	-8%	-6%	0.3%	-39%	-30%
COc1ccccc1OCC(=O)Nc1nnc(C2CCCC2)s1	11%	-12%	-32%	8%	-7%	-3%	-2.0%	-22%	39%
COc1ccc(C(C)=O)cc1COC(=O)CNC(=O)c1cc(C)cc(C)c1	8%	1%	-6%	4%	-4%	-3%	0.0%	-4%	u
COc1ccc(OCCCC(=O)Nc2cc([N+](=O)[O-])ccc2C)cc1	u	4%	2%	4%	-24%	-2%	3.2%	3%	10%
COc1ccc(C(=O)NCCN2CCOCC2)cc1OC	0%	-1%	-14%	2%	x	7%	2.1%	-9%	-3%

Ordered by SMILES length (ascending): part of the list above.
SMILES	12-LOX inh	Vif-APOBEC3G blk	USP1-UAF1 inh	TrxR1 substrate	Vif-APOBEC3F blk	mIDH1 inhibitor	RXFP1 ag	RGS4 inh	rTrxR1 inhibitor
COc1ccc(C(=O)NCCN2CCOCC2)cc1OC	0%	-1%	-14%	2%	x	7%	2.1%	-9%	-3%
Brc1cccc(-c2nnc(-c3ccccc3)o2)c1	-27%	2%	5%	4%	0%	1%	0.5%	33%	6%
CC(C)OC(=O)c1cc(C(=O)c2cc(Br)ccc2O)coc1=N	-21%	-20%	4%	6%[57.1 µM]	u	-2%	3.2%	-12%	-17%[57.1 µM]

(listing goes on)
SMILES	12-LOX inh	Vif-APOBEC3G blk	USP1-UAF1 inh	TrxR1 substrate	Vif-APOBEC3F blk	mIDH1 inhibitor	RXFP1 ag	RGS4 inh	rTrxR1 inhibitor
Cc1cc(C)cc(-n2ccn(CC(=O)Nc3cc(C)ccc3C)c(=O)c2=O)c1	u	-1%	-11%	4%[11.4 µM]	3%	9%	9.0%	17%	22%
CCn1c(SCC(=O)Nc2cc3oc4ccccc4c3cc2OC)nnc1-c1cccs1	-23%	-1%	-28%	1%	-1%	1%	-1.3%	-31%	15%
Cc1ccnc(Nc2nc(-c3sc(C)nc3C)cs2)c1	0%	-11%	-19%	-3%	14%	3%	x	1%	-2%
O=C(Nc1cccnc1)C1(c2ccccc2)CCCC1	0%	1%	-16%	1%	7%	0%	3.3%	-16%	6%
CSCSC1=C(C#N)C(c2ccccc2Cl)C(C(C)=O)=C(C)N1 (configuration not stated)	u	-1%	-8%	5%	-1%	2%	0.9%	-44%	-16%
CC(=O)NCC(=O)NC1CC(C)(C)Cc2c1cnn2-c1ccccc1 (configuration not stated)	13%	2%	-14%	4%	8%	-1%	0.0%	-4%	14%
CCOc1ccc(CNC(=O)CCS(=O)(=O)c2cc3c4c(c2)CCN4C(=O)CC3)cc1	-23%	3%	-10%	0%[57.1 µM]	9%	-8%	0.7%	1%	19%[57.1 µM]
Cc1ccc(-n2nnnc2-c2cccnc2)cc1	0%	1%	-20%	-2%	7%	-5%	-0.8%	17%	22%
COc1ccc(NC(=O)c2cccc(N3C(=O)C4C5CCC(C5)C4C3=O)c2)cc1 (configuration not stated)	6.3µM*	2%	-19%	0%	10%	12%	-1.1%	10%	-3%
CCc1nc(SCC(=O)NCc2ccco2)c2c3c(sc2n1)CCCC3	-20%	1%	-10%	-3%	-7%	9%	u	-39%	5%
O=C(O)CNC(=O)c1ccc2c(c1)OCCO2	8%	0%	-22%	11%	-3%	3%	2.8%	1%	13%
Cc1ccccc1-c1cccc([C@@H]2C[C@H]3[C@H](CON3C)CN2C(=O)CCc2ccccc2)c1	-7%	0%	-19%	1%	8%	-8%	x	-11%	8%
COc1ccc(S(=O)(=O)N2CCC(C(=O)NCc3cccc(OC)c3)CC2)cc1	0%[57.4 µM]	0%	-21%	-5%	1%	2%	-0.1%	5%	1%
COc1ccc(C2CC2/C(C)=N/OC(=O)c2ccc(F)cc2)cc1 (configuration not stated)	-2%	-1%	-21%	3%	11%	7%	-0.2%	-17%	14%
NNC(=S)Nc1ccc(S(=O)(=O)N2CCOCC2)cc1	-2%	1%	-12%	5%[57.1 µM]	-2%	-4%	-1.0%	-5%[56.9 µM]	10%[57.1 µM]
COCCNC(=O)c1c[nH]c2ccc(S(=O)(=O)N3CCOCC3)cc2c1=O	-1%	0%	-24%	12%	0%	3%	2.2%	14%	12%
CC1CCN(C(=O)C2CCCN(S(=O)(=O)c3cccc4nsnc34)C2)CC1 (configuration not stated)	-10%	0%	-18%	-5%	-7%	-9%	3.6%	-21%	8%
COC(=O)[C@H](CC(C)C)N(Cc1ccccc1)S(=O)(=O)N(Cc1ccc(OC)cc1)[C@@H](CC(C)C)C(=O)OC	0%	-1%&2%	-34%	1%&-7%	0%	0%[38.3 µM]	x	-7%	13%&12%
O=C(NCCOc1nc(N2CCCCC2)nc(N2CCCCC2)n1)Nc1ccccc1	-3%	-12%	-11%	-8%	-3%	-2%	-1.0%	0%	20%
CCN(CC)C(=O)c1ccc(-c2nnc(Nc3cccc(O)c3)c3ccccc23)cc1	2%	-2%	-10%	-5%	-6%	-4%	-2.6%	-5%	27%
CC1CCN(CCNC(=O)C2CCN(S(=O)(=O)c3cccc4nsnc34)CC2)CC1	3%	-1%	-1%	14%[57.1 µM]	-7%	-3%	-0.5%	28%[56.9 µM]	16%[57.1 µM]
Cc1nn(C)c(C)c1CNC(=O)Nc1ccc2c(c1)OCO2	5%	0%	-15%	-7%	12%	2%	0.4%	-28%	18%[57.1 µM]
CN(C(=O)c1ccc(NC(=O)Cc2cccc([N+](=O)[O-])c2)cc1)C1CC1	8%	-2%	-16%	8%	-6%	12%	2.5%	2%	8%[57.1 µM]
CC1C(=O)N2CCCc3cc(S(=O)(=O)Nc4ccc(Br)cc4F)cc1c32 (configuration not stated)	u	1%	-4%	6%[57.1 µM]	0%	-10%	-0.1%	7%	28%[57.1 µM]
CCCc1cc(=O)c2c(O)ccc(OC)c2o1	25µM*	-3%	-6%	7%[57.1 µM]	11%	2%	1.1%	-5%	2%[57.1 µM]
Cc1nc([N+](=O)[O-])c(Br)n1Cc1ccc(Cl)c(Cl)c1	-7%	u	-16%	-4%	-6%	u	2.3%	5%	10µM*
COCCNC(=O)c1ccc2c(=O)n(CCOC)c(SCC(=O)c3c[nH]c4ccccc34)nc2c1	12%	-13%	-12%	0%[57.1 µM]	u	0%	0.4%	9%	-2%[57.1 µM]
Clc1ccc(Nc2nc(C3CC3)cs2)cc1	u	1%	-11%	-9%	2%	-9%	-1.8%	0%	u

Structural class, the compounds so far containing fluorine.
SMILES	12-LOX inh	Vif-APOBEC3G blk	USP1-UAF1 inh	TrxR1 substrate	Vif-APOBEC3F blk	mIDH1 inhibitor	RXFP1 ag	RGS4 inh	rTrxR1 inhibitor
COc1ccc(C2CC2/C(C)=N/OC(=O)c2ccc(F)cc2)cc1 (configuration not stated)	-2%	-1%	-21%	3%	11%	7%	-0.2%	-17%	14%
CC1C(=O)N2CCCc3cc(S(=O)(=O)Nc4ccc(Br)cc4F)cc1c32 (configuration not stated)	u	1%	-4%	6%[57.1 µM]	0%	-10%	-0.1%	7%	28%[57.1 µM]

Bioassay records (PubChem BioAssay)

This is a subset, so the mix of outcomes need not match the whole.
